# NR5A2 inv ag: LRH-1 (NR5A2) inverse agonists, primary screen, cell-based, luminescence, HEK293T, StAR-luciferase reporter; LRH-1 transfected, 24 h; Nuclear receptor subfamily 5 group A member 2 (Homo sapiens), O00482; inhibition, % at 3.6 µM; actives 0.13% (n = 360,000); AID 602396, 2012;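 active = inhibition above the mean inhibition of all tested compounds plus 3 SD, cut at about 73% in these data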;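 note: 0% = DMSO wells and 100% = reporter-only cells lacking LRH-1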
# NOD2 RIPK2 PPI: NOD2-RIPK2 binding disruptors in cells, primary screen, fluorescence, CHO cells, BLA complementation | Receptor-interacting serine/threonine-protein kinase 2 (Homo sapiens), O43353 | CCF4 ratio | inhibition, % at 4.98 µM | actives 0.38% (n = 360,000); in the data active = inhibition above about 21%;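 note: 0% = vehicle only and 100% = reference blocker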
# Exocytosis inh: LAMP-1 surface exposure blockers, TALL-104 cells – cell-based, flow cytometry, MLPCN library, primary screen; inhibition, % at 10 µM; TALL-104 LAMP-1 surface exposure; cells stimulated with thapsigargin and PMA; actives 0.66% (n = 360,000);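 active = inhibition above about 55%, limit read from the data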
# TWEAK Fn14 block: inhibitors of TWEAK-Fn14 signaling, primary screen, luciferase reporter cells, uHTS; TWEAK-stimulated Fn14 reporter cells, luciferase luminescence, 8 h; inhibition, % at 10 µM; actives 2% (n = 360,000); AID 1159606, 2016; in the data active = inhibition above about 50%
# NCOA2 inhibitor: inhibition of GAL4-SRC2 driven luciferase reporter, primary screen, SRC2 inhibitor project, cell-based, luminescence; actives 0.17% (n = 370,000); inhibition, % at 9 µM; HEK293 GAL4-SRC2 luciferase reporter;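 active = inhibition above the mean inhibition of all tested compounds plus 3 SD, set per campaign, cut at about 52% in these data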;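 note: 0% = DMSO treated cells and 100% = cells given Gossypol at 36 µM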
# NCOA1 inh: SRC1 coactivator transcriptional activity inhibitors, primary screen, cell-based, luminescence. AID 588354, 2011. actives 0.12% (n = 360,000). Nuclear receptor coactivator 1 (Homo sapiens), Q15788. HEK293 GAL4-SRC1 luciferase reporter. inhibition, % at 3.6 µM;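 active = inhibition above the campaign mean plus 3 SD, with each screening campaign given its own cutoff, cut at about 60% in these data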;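 note: 0% = DMSO treated cells and 100% = gossypol at 36 µM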
# TLR9-MyD88 inh: inhibitors of TLR9-MyD88 association in cells, primary screen, cell-based, CHO, BLA complementation, fluorescence; inhibition, % at 4.98 µM; AID 504734, 2011; CCF4 FRET ratio; actives 0.21% (n = 340,000); Toll-like receptor 9 (Homo sapiens) + Myeloid differentiation primary response protein …;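 active = inhibition above the mean over all tested compounds plus 3 SD, cut at about 21% in these data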;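 note: 0% = DMSO only wells and 100% = clavulanate BLA inhibitor control wells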
# TROY NFkB inh: inhibitors of TROY-driven NF-kB signaling, primary screen, Q293 LMP1-TROYcd cells, NF-kB luciferase, uHTS; Q293 LMP1-TROYcd NF-kB luciferase reporter, 4 h; AID 1347056, 2019; actives 0.98% (n = 360,000); inhibition, % at 10 µM;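 active = compounds whose plate-normalised and pattern-corrected inhibition of the luciferase reporter signal at the single screening dose is 50% or more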
# NCOA3 inh: SRC3 coactivator transcriptional activity inhibitors, primary screen, cell-based, luminescence | Nuclear receptor coactivator 3 (Homo sapiens), Q9Y6Q9 | actives 0.17% (n = 360,000) | inhibition, % at 3.6 µM | HEK293 GAL4-SRC3 luciferase reporter;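 active = inhibition above a per-campaign cutoff, the mean of all compounds plus 3 SD, cut at about 60% in these data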;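 note: 0% = DMSO-treated cells and 100% = gossypol-treated cells at 36 µM; higher means less SRC3-driven luciferase light from the GAL4 reporter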
# ABHD5-PLIN5 inh: ABHD5-PLIN5 interaction inhibitors, primary screen, cell lysate, split luciferase complementation, luminescence. Split G. princeps luciferase complementation, 4 h. actives 0.78% (n = 360,000). inhibition, % at 4 µM;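 active = inhibition above the mean inhibition across every tested compound plus 3 SD, cut at about 22% in these data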;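 note: 0% = DMSO only wells and the 100% control is not disclosed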
# COUP-TFII inh: NR2F2 transcriptional activity inhibitors, primary screen, cell-based, luciferase reporter, HEK293T, luminescence. HEK293T NGFI-A luciferase reporter. COUP transcription factor 2 (Homo sapiens), P24468. inhibition, % at 8.6 µM. actives 0.7% (n = 370,000);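 active = inhibition above a per-plate cutoff, mean inhibition of test wells between control levels plus 3 SD, cut at about 38% in these data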;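 note: cells cotransfected with COUP-TFII expression vector driving the NGFI-A reporter; 0% = median of COUP-TF2 test wells and 100% = reporter-only cells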
# Numbers without * were called inactive; . = not tested or not shown. An excerpt; rates above refer to the full screens.
# Order of values – NR5A2 inv ag	NOD2 RIPK2 PPI	Exocytosis inh	TWEAK Fn14 block	NCOA2 inhibitor	NCOA1 inh	TLR9-MyD88 inh	TROY NFkB inh	NCOA3 inh	ABHD5-PLIN5 inh	COUP-TFII inh
COc1ccccc1C(=O)COC(=O)CNS(=O)(=O)c1ccc(NC(C)=O)cc1
 : -10	5	7	0	-30	-17	-2	3	-14	0	7
Cc1ccc(C)c(S(=O)(=O)N2CCN(C(=O)CN3C(=O)NC(C)(C)C3=O)CC2)c1
 : -12	-4	-2	-8	-51	-9	-6	-2	-2	-6	-8
O=C(CNS(=O)(=O)c1ccc(F)c(Cl)c1)N1CCCC1
 : -19	-7	-9	12	-57	0	-6	-4	-1	-4	-8
COc1ccc(OC)c(NC(=O)c2cccc(NC(=O)c3ccccc3)c2)c1
 : 13	4	6	-10	2	9	-7	9	9	3	-3
CC(=O)N1CCN(C(=O)c2c(-c3ccccc3)noc2C)CC1
 : 18	-12	-2	4	-47	-1	6	-8	1	-12	-1
Cc1ccc(CSCCNC(=O)c2ccc(N(C)S(=O)(=O)c3ccccc3)cc2)cc1
 : 7	3	0	-3	1	1	-2	19	3	-2	3
CN1C2CCC1CC(NC(=O)c1cc(S(=O)(=O)N(C)C)c(Cl)cc1Cl)C2 (stereo not given)
 : -5	2	24	2	-6	-2	-6	-21	1	-4	9
CC(C)N(C(=O)c1ccc(C(=O)Nc2ccc([N+](=O)[O-])cc2)cc1)C(C)C
 : -5	-6	0	-1	.	-21	-5	-2	8	4	.
c1ccc(CCNc2nc(-c3ccccn3)cs2)cc1
 : 8	0	3	-21	-11	-26	7	-52	-22	2	-2
O=C1c2ccccc2OCOc2ccccc21
 : 3	-26	-4	1	11	-7	2	14	8	3	-20
Cc1c(C)n2c(SCC(=O)NCc3ccc4c(c3)OCO4)nnc2[nH]c1=O
 : 10	-3	-7	-3	18	27	-2	-55	23	10	1
Cc1cc(-c2ccc(C)c(S(=O)(=O)NCCc3ccc(S(N)(=O)=O)cc3)c2)on1
 : -12	-6	-3	-19	6	-23	0	25	-17	-3	1
CCN1CCC2(CC1)N=C(c1ccc(F)cc1)C(=S)N2C(=O)c1ccc(C)cc1
 : -5	7	0	43	-35	8	7	-27	23	18	-24
S=c1[nH]nc(C2CCCCC2)n1/N=C/C(Cl)=C\c1ccccc1
 : -16	-2	-5	-1	-25	-11	6	-8	21	0	-3
CCS(=O)(=O)C(=C(Nc1ccc(OC)cc1)Nc1ccc(OC)cc1)S(=O)(=O)CC
 : 7	-9	-1	16	4	-2	-9	8	14	-1	13
O=C(CCNS(=O)(=O)c1ccccc1C(F)(F)F)NCCCSc1ccccc1
 : 3	1	-1	5	-2	-17	4	6	0	11	6
CCCn1c(SCC(=O)NNC(=O)c2ccccc2)nnc1-c1cccnc1
 : 12	-5	0	2	-32	-17	-1	6	14	5	5
Cc1ccc(OCCn2ccnc2)c(C)c1
 : 15	-6	0	-8	-5	2	2	-9	-1	3	-5
NC(=O)C1CCN(C(=O)CSc2ccccn2)CC1
 : 9	-11	-7	-9	-14	1	-3	-47	10	0	9
CCC(C)c1ccc2oc(-c3ccc(NC(=O)c4ncn[nH]4)cc3)nc2c1 (stereo not given)
 : -6	-6	8	18	8	-12	8	15	1	-3	-5
Cc1nc2cc(NC(=O)C3(C)CCCN(C(C)C)C3)ccc2o1 (stereo not given)
 : 14	-9	-5	-22	-3	-9	.	-25	0	1	-1
CCN(CC)c1ccc(S(=O)(=O)N2CCOCC2)cc1NC(=O)COC(=O)c1cccnc1SC
 : -6	2	-3	0	-17	-8	2	-8	10	-7	10
CCOC(=O)c1sc(N/N=C/c2ccccc2)nc1C
 : -153	2	3	-20	-49	-100	-1	-48	-78	-13	-34
c1ccc2c(c1)nnn2-c1ccncc1
 : 1	1	-3	27	28	18	4	-4	-3	13	12
Cc1ccc(C(=O)COC(=O)c2ccco2)cc1C
 : -1	-1	6	-14	-37	-28	-14	-27	-2	-2	-24
C[C@@H]1CC=C[C@H]2[C@H]1C(=O)N(Cc1ccccc1)[C@H]2c1ccc(-c2ccc(N(C)C)cc2)cc1F
 : -37	-7	-4	9	-3	6	2	6	10	2	0
CC(=O)Nc1ccc(C(=O)OCC(=O)NC(=O)NC2CCCCC2)cc1
 : 1	3	-3	4	9	-4	-1	-5	7	-4	-1
CC(=O)c1cccc(OCC(=O)Nc2cccc(C(=O)Nc3c(C)n(C)n(-c4ccccc4)c3=O)c2)c1
 : -26	-8	3	-10	-16	-20	-2	13	-1	0	4
COc1ccc(NS(=O)(=O)c2cccc3cccnc23)cc1Cl
 : 34	-15	-9	-2	-8	3	-2	17	14	-7	5
Cc1ccc2c(c1)N(CC(=O)N1CCCCC1C)C(=O)CO2 (stereo not given)
 : -17	-16	3	15	-27	1	0	1	11	0	13

# Already shown: entries from further up.
# Order of values – NR5A2 inv ag	NOD2 RIPK2 PPI	Exocytosis inh	TWEAK Fn14 block	NCOA2 inhibitor	NCOA1 inh	TLR9-MyD88 inh	TROY NFkB inh	NCOA3 inh	ABHD5-PLIN5 inh	COUP-TFII inh
COc1ccccc1C(=O)COC(=O)CNS(=O)(=O)c1ccc(NC(C)=O)cc1
 : -10	5	7	0	-30	-17	-2	3	-14	0	7
Cc1ccc(C)c(S(=O)(=O)N2CCN(C(=O)CN3C(=O)NC(C)(C)C3=O)CC2)c1
 : -12	-4	-2	-8	-51	-9	-6	-2	-2	-6	-8
O=C(CNS(=O)(=O)c1ccc(F)c(Cl)c1)N1CCCC1
 : -19	-7	-9	12	-57	0	-6	-4	-1	-4	-8
COc1ccc(OC)c(NC(=O)c2cccc(NC(=O)c3ccccc3)c2)c1
 : 13	4	6	-10	2	9	-7	9	9	3	-3
CC(=O)N1CCN(C(=O)c2c(-c3ccccc3)noc2C)CC1
 : 18	-12	-2	4	-47	-1	6	-8	1	-12	-1
Cc1ccc(CSCCNC(=O)c2ccc(N(C)S(=O)(=O)c3ccccc3)cc2)cc1
 : 7	3	0	-3	1	1	-2	19	3	-2	3
CN1C2CCC1CC(NC(=O)c1cc(S(=O)(=O)N(C)C)c(Cl)cc1Cl)C2 (stereo not given)
 : -5	2	24	2	-6	-2	-6	-21	1	-4	9
CC(C)N(C(=O)c1ccc(C(=O)Nc2ccc([N+](=O)[O-])cc2)cc1)C(C)C
 : -5	-6	0	-1	.	-21	-5	-2	8	4	.
c1ccc(CCNc2nc(-c3ccccn3)cs2)cc1
 : 8	0	3	-21	-11	-26	7	-52	-22	2	-2
O=C1c2ccccc2OCOc2ccccc21
 : 3	-26	-4	1	11	-7	2	14	8	3	-20
Cc1c(C)n2c(SCC(=O)NCc3ccc4c(c3)OCO4)nnc2[nH]c1=O
 : 10	-3	-7	-3	18	27	-2	-55	23	10	1
Cc1cc(-c2ccc(C)c(S(=O)(=O)NCCc3ccc(S(N)(=O)=O)cc3)c2)on1
 : -12	-6	-3	-19	6	-23	0	25	-17	-3	1
CCN1CCC2(CC1)N=C(c1ccc(F)cc1)C(=S)N2C(=O)c1ccc(C)cc1
 : -5	7	0	43	-35	8	7	-27	23	18	-24

# (continued)
# Order of values – NR5A2 inv ag	NOD2 RIPK2 PPI	Exocytosis inh	TWEAK Fn14 block	NCOA2 inhibitor	NCOA1 inh	TLR9-MyD88 inh	TROY NFkB inh	NCOA3 inh	ABHD5-PLIN5 inh	COUP-TFII inh
Cc1ccc(CN2C(=O)CCC2C(=O)NCCCN2CCOCC2)cc1 (stereo not given)
 : 9	-4	-1	-12	10	-15	0	8	-2	-4	6
COc1cccc(CNC(=O)CN2C(=O)CSc3ccc(S(=O)(=O)N4CCCC4)cc32)c1
 : 10	2	0	-13	5	3	-7	-4	10	-2	-8
Nc1scc[n+]1Cc1cccc2cccnc12
 : 20	-9	-5	21	-6	8	2	1	0	6	-27
CCOc1ccc(NC(=O)CCCn2c(=S)[nH]c3ccsc3c2=O)cc1
 : -11	-2	-1	-5	4	-4	-1	-10	0	-4	-11
CN1CCN(C(=S)Nc2ccc(Cl)cc2Cl)CC1
 : 15	-6	-1	0	17	-13	4	3	-5	-3	-2
Cc1ccc(-n2ncc3c(=O)[nH]c(SCC(=O)N4CCC(C)CC4)nc32)cc1C
 : 12	-4	1	-15	10	-3	0	-3	-6	-4	-11
CCn1cc(C(=O)O)c(=O)c2cnc(N3CCN(C(=S)NC(=O)c4ccc(Cl)cc4Cl)CC3)nc21
 : 14	4	-4	15	-7	-12	-2	9	-1	5	-1
CCN1CCN(C(c2ccc(C(F)(F)F)cc2)c2ccc3cccnc3c2O)CC1 (stereo not given)
 : 36	18	53	-12	39	4	7	21	18	14	-7
CCn1c(=O)cc(SCC(=O)N2CCN(C)CC2)c2ccccc21
 : -11	-10	-2	-10	-28	-36	-12	-2	16	-4	-44
CCc1cccc(NC(=O)c2ccc(Br)o2)c1
 : -59	2	8	-32	-7	-37	-1	-35	-11	-4	-17
O=c1[nH]c(=S)[nH]c2c1C(c1cc([N+](=O)[O-])c(N3CCOCC3)cc1N1CCOCC1)O2 (stereo not given)
 : 0	3	3	-44	6	-6	0	-4	11	-2	6
Cc1nnsc1C(=O)N1CCN(c2cc(C(F)(F)F)ccn2)CC1
 : -1	2	4	11	-18	-5	11	11	-1	-6	1
O=C(NCCC(=O)N1CCN(c2ccccn2)CC1)c1ccc([N+](=O)[O-])cc1
 : -1	-3	4	-4	6	11	0	-6	19	10	-1
O=C1c2ccccc2/C(=C\C#Cc2ccccn2)N1c1ccccc1
 : 23	4	-7	4	-72	-89	1	-2	-195	-2	-31
CC1CCN(CCCNc2cc(NCCO)c([N+](=O)[O-])c3nonc23)CC1
 : -10	-7	-9	8	-22	0	0	-4	0	-5	-6
COc1cc(C(=O)N2CCC(NC(=O)C(Cc3ccccc3C)NC(C)=O)CC2)cc(OC)c1OC (stereo not given)
 : 12	6	0	10	12	-7	-5	-20	-3	-11	9
O=c1c2ccccc2c(C=NCc2ccccn2)c(O)n1-c1ccccc1
 : 18	-10	-2	-14	-12	-2	-11	-22	9	0	4
Cc1cc(C)cc(NC(=O)COc2ccc(C(=S)N3CCOCC3)cc2)c1
 : 16	-10	-4	-6	3	1	-2	-11	10	1	15

# Compound activity as filed in PubChem BioAssay.
